AMA1-RON2 inh: inhibitors of Plasmodium falciparum AMA1-RON2 interaction; AID 720542; Potency, µM (series often up to 58.2 µM), for inactives: at the highest dose activity change, negative = inhibition, hits mostly inhibitors; 360,000 tested, 0.2% active; AlphaScreen AMA1-biotinylated RON2 peptide binding;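 further: potency means the concentration at half of the fitted maximal effect; 0% = vehicle wells and -100% = peptide control; nearly all actives have a fitted effect of over 45% in size; some results filed as inactive show a strong effect at the top dose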
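AMA1 (3D7) with his tag at 25 nM final met compounds first, then biotinylated RON2 peptide at 25 nM; detection used donor plus acceptor beads, 10 µg/mL apiece, read by AlphaScreen after 30 min at room temperature.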
AmpC no deterg: inhibitors of E. coli AmpC beta-lactamase without detergent. P00811. AmpC nitrocefin hydrolysis, absorbance 480 nm, 0.0001% Triton. Potency, µM (series often up to 57.1 µM), without a hit: top-dose activity change, negative = inhibition, usual class: inhibitors. 330,000 tested, 0.52% active. AID 485341;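 further: potency means the concentration at half of the fitted maximal effect; plate controls were no compound for no effect and no enzyme for full effect; nearly all actives have a fitted effect of over 20% in size; some results filed as inactive show a strong effect at the top dose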
Target sequence (P00811 whole entry, looked up): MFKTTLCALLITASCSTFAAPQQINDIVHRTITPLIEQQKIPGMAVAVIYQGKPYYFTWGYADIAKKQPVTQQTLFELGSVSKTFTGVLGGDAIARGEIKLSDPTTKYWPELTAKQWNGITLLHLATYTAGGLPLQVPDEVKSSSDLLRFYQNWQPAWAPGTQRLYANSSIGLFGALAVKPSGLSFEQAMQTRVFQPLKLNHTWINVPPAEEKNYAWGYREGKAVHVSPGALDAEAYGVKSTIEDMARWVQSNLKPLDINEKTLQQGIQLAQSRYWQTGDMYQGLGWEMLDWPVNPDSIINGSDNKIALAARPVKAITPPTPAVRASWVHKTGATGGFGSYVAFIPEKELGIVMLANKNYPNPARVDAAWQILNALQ
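AmpC (5.3 nM in the dispensed reagent) in 20 mM phosphate pH 7.0 with 0.01% (detergent screen) or 0.0001% Triton X-100 was preincubated with compounds for 15 min at room temperature. Nitrocefin was then added from an 800 uM solution, and hydrolysis was followed at 480 nm.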
Giardia FBPA inh: blocks Giardia fructose-bisphosphate aldolase activity. A8B2U2. purified Giardia FBPA. Potency, µM (top dose mostly 59.6 µM), for the others: at the highest dose activity, negative = inhibition, hits mostly inhibitors. 290,000 tested, 0.71% active; further: potency means the concentration at half of the fitted maximal effect; on the % scale 0 is the no-effect control and ±100 the full control effect; nearly all actives have a fitted effect of over 55% in size
Target sequence (A8B2U2 whole entry, looked up): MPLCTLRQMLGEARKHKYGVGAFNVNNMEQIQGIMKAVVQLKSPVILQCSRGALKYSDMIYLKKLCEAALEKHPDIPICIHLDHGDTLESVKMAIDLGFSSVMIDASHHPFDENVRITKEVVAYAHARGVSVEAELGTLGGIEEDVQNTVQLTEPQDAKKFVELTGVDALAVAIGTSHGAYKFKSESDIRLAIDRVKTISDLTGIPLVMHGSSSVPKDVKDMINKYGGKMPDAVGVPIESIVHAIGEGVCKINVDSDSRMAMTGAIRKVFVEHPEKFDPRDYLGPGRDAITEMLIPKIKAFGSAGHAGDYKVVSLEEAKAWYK
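40 nM FBPA preincubated 10 min at RT with compound (up to 57.5 uM final), then substrate plus GAPDH/TPI/NAD/arsenate coupling and diaphorase/resazurin added. Fluorescence read after 20 min at RT, 525/598 nm.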
Shiga inhibitor: Shiga toxin inhibition; inhibition, % at 38.7 µM; Vero cells, Shiga toxin protein synthesis inhibition reporter; 290,000 tested, 9.2% active; in the data active means inhibition mostly above about 28%, no sharp cut-off; inactive means mostly below about 43%; further: 0% is about no effect
HCMV antiviral: inhibitors of human cytomegalovirus; HFF cells, HCMV-luciferase reporter, 72 h; stronger effect = lower value; activity change, negative = inhibition, % at 57.5 µM; 410,000 tested, 4.5% active; in the data active means activity change below about -60%; inconclusive means no clear call, values can overlap the other calls; inactive means above about -39%; further: on the % scale 0 is the no-effect control and ±100 the full control effect
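HFF cells seeded 16 h at 37C, treated with compounds, infected with luciferase-reporter HCMV at MOI 1 PFU/cell; luciferase read at 72 h post infection, normalized to buffer-only and Salinomycin controls.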
AmpC inh detg: blocks E. coli AmpC beta-lactamase in detergent assay | P00811 | AmpC hydrolysis of nitrocefin, absorbance 480 nm, 0.01% Triton | Potency, µM (highest dose often 114 µM), for inactives: top-dose activity change, negative = inhibition, actives largely listed as inhibitors | 370,000 tested, 0.041% active;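 further: potency means the concentration at half of the fitted maximal effect; 0% = no-compound wells and -100% = no-enzyme wells; nearly all actives have a fitted effect of over 25% in size; some results filed as inactive show a strong effect at the top dose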
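AmpC (5.3 nM in the dispensed reagent) in 20 mM phosphate pH 7.0 with 0.01% (detergent screen) or 0.0001% Triton X-100 was preincubated with compounds for 15 min at room temperature. Nitrocefin was then added from an 800 uM solution, and hydrolysis was followed at 480 nm.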
CHX counter: affects cycloheximide protein synthesis inhibition readout, counter-screen; 300,000 tested, 12% active; cell reporter, cycloheximide protein synthesis inhibition counterscreen; max response, %; in the data active means max response mostly above about 13%, no sharp cut-off; inactive means mostly below about 14%; further: read at 38.3 µM for the half of the compounds with a filed dose; 0% is about no effect
An asterisk follows results filed as active; i = inactive; u = inconclusive; x = not tested or not shown; & = joins results of further samples; [ ] = another dose, or the depositor's remark. Unless noted, the call rests on the fitted dose curve; in most records, active means well fitted curve in the direction sought with a large enough effect; inconclusive means small, poorly fitted or top-dose-only effect, or another doubt; inactive means no such curve, though single readings can be large; an effect the other way counts as inactive or inconclusive.

A first look, ten compounds:
SMILES	AMA1-RON2 inh	AmpC no deterg	Giardia FBPA inh	Shiga inhibitor	HCMV antiviral	AmpC inh detg	CHX counter
O=C(c1nn2cccnc2c1Cl)N1CCN(c2ccccc2)CC1	-3%	-10%	2%	-1	2	-10%	1
COc1cc(C2CC(=O)Oc3cc(OC)c(OC)c(OC)c32)cc(OC)c1OC (stereo unspecified)	8%	12%	x	x	9	x	x
O=C(CSc1ccccc1)Nc1ccc(N2CCOCC2)c(F)c1	-2%	6%	x	120*	65	-1%	57*
CN(CCC1CCCCO1)C(=O)CCc1nnc(Cc2c[nH]c3ccccc23)o1 (stereo unspecified)	-2%	54%	x	8	20	2%	-3
O=C(Cc1cccs1)Nc1nncs1	2%	-23%	0%	-13	-19	-1%	-1
Cc1ccnc(SCC(=O)c2ccc(Br)cc2)c1C#N	-1%[11.6 µM]	-31%	3%	96*	127	-12%	84*
COc1ccc(F)cc1S(=O)(=O)NCCCn1ccnc1	-4%	-3%	-10%	-6	-2	-7%	-1
CCOC(=O)c1ccc(NCc2nc3ccccc3n2C)cc1	-3%	-60%	1%	43	136	-8%	32*
CC1CCCCN1C(=O)Cn1c(=O)n(-c2ccc(F)cc2)c(=O)c2sccc21 (stereo unspecified)	-9%	-3%	3%	-12	-3	1%	4
CCN1C(c2ccc(F)cc2)=CS/C1=C(\C#N)c1nnc2n1-c1ccccc1SC2	-19%	-5%	5%	-12	-24	-12%	-3

All compounds of this part, from the start:
SMILES	AMA1-RON2 inh	AmpC no deterg	Giardia FBPA inh	Shiga inhibitor	HCMV antiviral	AmpC inh detg	CHX counter
O=C(c1nn2cccnc2c1Cl)N1CCN(c2ccccc2)CC1	-3%	-10%	2%	-1	2	-10%	1
COc1cc(C2CC(=O)Oc3cc(OC)c(OC)c(OC)c32)cc(OC)c1OC (stereo unspecified)	8%	12%	x	x	9	x	x
O=C(CSc1ccccc1)Nc1ccc(N2CCOCC2)c(F)c1	-2%	6%	x	120*	65	-1%	57*
CN(CCC1CCCCO1)C(=O)CCc1nnc(Cc2c[nH]c3ccccc23)o1 (stereo unspecified)	-2%	54%	x	8	20	2%	-3
O=C(Cc1cccs1)Nc1nncs1	2%	-23%	0%	-13	-19	-1%	-1
Cc1ccnc(SCC(=O)c2ccc(Br)cc2)c1C#N	-1%[11.6 µM]	-31%	3%	96*	127	-12%	84*
COc1ccc(F)cc1S(=O)(=O)NCCCn1ccnc1	-4%	-3%	-10%	-6	-2	-7%	-1
CCOC(=O)c1ccc(NCc2nc3ccccc3n2C)cc1	-3%	-60%	1%	43	136	-8%	32*
CC1CCCCN1C(=O)Cn1c(=O)n(-c2ccc(F)cc2)c(=O)c2sccc21 (stereo unspecified)	-9%	-3%	3%	-12	-3	1%	4
CCN1C(c2ccc(F)cc2)=CS/C1=C(\C#N)c1nnc2n1-c1ccccc1SC2	-19%	-5%	5%	-12	-24	-12%	-3
CCCC(=O)NC(NC(=S)Nc1c(C)n(C)n(-c2ccccc2)c1=O)C(Cl)(Cl)Cl (stereo unspecified)	-2%	-6%	4%	-12	6	1%	-1
Cc1cccc(-n2c(O)c(/C=N/NC(=O)c3ccccc3Cl)c3ccccc3c2=O)n1	-26%	-28%	-26%	20	21	-12%	8
O=C(COC(=O)c1cnccn1)c1ccc(C2CCCCC2)cc1	-1%	22%	-3%	33	-10	-9%	-2
CC1Cc2ccccc2N1C(=O)COC(=O)c1c2c(nc3ccccc13)CCCCC2 (stereo unspecified)	-25%	-6%	-2%	-6	-26	1%	14*
O=C(OCC#CCSc1nnc(-c2ccccc2)o1)c1ccco1	11%	-24%	2%	29	-11	-14%	7
COc1ccc(Cl)cc1NC(=O)NCc1cccnc1	19%	21%	x	-18	-10	5%	5
C=C(C)CN1CCN(S(=O)(=O)c2ccc(C)c(N(C)S(=O)(=O)c3ccc(C)cc3)c2C)CC1	-24%	42%	2%	-4	-73*	-5%	-2
Cc1ccc(N2C(=O)C3C(c4ccccc4)(C2=O)C3(c2ccccc2)c2ccccc2)cc1 (stereo unspecified)	-18%	-11%	-7%	-10	22	1%	-4
COc1ccc(N(C)S(=O)(=O)c2cccc(C(=O)NCC(c3cccs3)N(C)C)c2)cc1 (stereo unspecified)	32%[activator]	52%	x	x	-17	-1%	x
O=C(NCc1nc2ccccc2[nH]1)c1ccco1	3%	-13%	-1%	-44	-5	3%	11
NCCCC(O)(P(=O)(O)O)P(=O)(O)O	x	x	0%&11%&5%	10&-10	x	x	-4&-6
CCOC(=O)C1CCCN(S(=O)(=O)c2ccc3c4c(cccc24)C(=O)N3CC)C1 (stereo unspecified)	34%[activator]	121%[activator]	x	x	19	5%	x
Cn1c(N)c(C(=O)COC(=O)C2CC(O)CN2S(=O)(=O)c2ccc(Cl)cc2)c(=O)n(C)c1=O (stereo unspecified)	-23%	-5%	-3%	-10	-14	1%	-2
CCC1C(=O)C[C@H]2CCN3C(=O)CCCC1C23 (stereo partly specified)	-2%	-16%	1%[136 µM]	i	3	x	-6
CC1CCN(S(=O)(=O)c2cn(CC(=O)Nc3ccc(OC(F)(F)F)cc3)cn2)CC1	0%	3%	-1%	-5	-25	-14%	-3
Cc1nn(-c2ccccc2)c(C)c1/C=N\NS(=O)(=O)c1ccc(Cl)cc1	-7%	-33%	13%	-10	7	-9%	-2
O=[n+]1c2c(n([O-])c3c1CCCC3)CCCCC2	11%	-14%	-1%	-11	45	u	-2
CN(C(=O)/C=C/c1ccc([N+](=O)[O-])s1)c1ccccc1	14%	-12%	4%	64	u	-5%	10
Cc1ccc(N2CC(C(=O)Nc3ccc(S(=O)(=O)N4CCCC4)cc3)CC2=O)cc1C (stereo unspecified)	-1%	0%	-17%	-5	8	0%	-2
O=C(N[C@@H]1CCC(=O)N(CC[C@H](Oc2ccccc2)c2ccccc2)CC1)OCc1ccccc1	2%	99%[activator]	-2%	14	-37	u	2
CN(C)CCCN(C(=O)c1cccs1)c1nc(-c2ccccc2)cs1	-19%	35%	-7%	14	39	-4%	-3
CCN(CC(=O)Nc1ccc(NC(C)=O)cc1)C(=O)/C=C/c1ccco1	-4%	-27%	x	x	-12	2%	x
COc1cccc2cc(C(=O)Nc3ccccc3C(=O)N3CCOCC3)oc12	-1%	2%	3%	-4	30	-9%	-2
Cc1cccc(CCNS(=O)(=O)c2ccc3c(c2)oc(=O)n3C)c1	-6%	-13%	-4%	-6	9	2%	-3
Cc1cc2c(ccc3c2no[n+]3[O-])nn1	-4%	-22%	-11%	-15	-26	-5%	1
O=C(Nc1ccccc1F)N1CCc2ccccc2C1	0%	-14%	-2%	84*	-5	1%	57*
CCOC(=O)C(C(=O)OCC)C1OC(=O)c2cc3c(cc21)C(=O)OC3C(C(=O)OCC)C(=O)OCC (stereo unspecified)	10%	18%	-6%	2	-12	-1%	-1
CC1CCCC(C)N1C(=O)COC(=O)CSc1ccc([N+](=O)[O-])cc1 (stereo unspecified)	-8%	-13%	x	x	-14	-7%	x
COc1ccccc1N1CCN(C(=O)C(=O)c2cn(CC(=O)N3CCOCC3)c3ccccc23)CC1	0%	160%[activator]	x	-6	10	-1%	-10
COc1ccc(S(=O)(=O)N2CCOCC2)cc1NC(=O)CCc1nc2ccccc2c(=O)[nH]1	-10%	-11%	x	15	3	4%	-1
CC(=O)N1CCOc2ccc(S(=O)(=O)N3CCC(C(=O)Nc4ccc(C)cc4)CC3)cc21	-4%	23%	x	7	-18	1%	0
CN(C)c1ccc(NC(=O)c2cn(-c3ccccc3)nc2-c2cccs2)cc1	u	-30%	-8%	3	-2	-19%	24
CC(NC(=O)CN(C)Cc1ccc(Br)cc1)c1ccccc1 (stereo unspecified)	6%	72%[activator]	2%	1	-39	0%	-7
Cn1nnc2cc(C(=O)NC3CC3)ccc21	1%	x	10%	10	-5	u	6
CC(C)(C)c1nc(NCCN2CCOCC2)c2nnn(Cc3ccccc3Cl)c2n1	6%	3%	2%	9	1	-9%	10
[N-]=[N+]=NC[C@H](Cc1ccccc1)N1CC[C@@H](OCc2ccccc2)CCC1=O	1%	78%[activator]	1%	16	-6	-9%	3
Cn1nnc(NCc2cc(Br)ccc2OCc2ccccc2F)n1	6%	-33%	-11%	-15	-25	-2%	-5
CN1C(=O)/C(=C2/C=Cc3ccccc3N2CCCS(=O)(=O)O)SC1=S	2%	-16%	-22%	24	-13	u	18
CCC(C)C(Nc1ncnc2scc(-c3ccccc3)c12)C(=O)O (stereo unspecified)	18%	-8%	8%	7	-20	u	-2
CN(C)CC(=O)c1c(N)n(Cc2ccccc2)c(=O)n(C)c1=O	7%	-22%	4%	20	67	-1%	-2
O=C(CN1CCOCC1)Nc1cccc(Br)c1	7%	-19%	-3%	-12	42	2%	-1
O=C(CSC1=NCCN1)C1COc2ccccc2O1 (stereo unspecified)	31%[activator]	-33%	-7%	-7	-8	u	-3
CN1CCN(NC(=O)Nc2cc(Cl)cc(Cl)c2)CC1	-5%	-34%	4%	-4	-33	u	-1
CS(=O)(=O)N1CCc2cc(C(=O)N3CCN(c4ccccc4F)CC3)ccc21	-14%	168%[activator]	x	5	-7&17	u	5
O=C(CCS(=O)(=O)c1ccccc1)Nc1ccccc1N1CCOCC1	-12%	-15%	1%	-15	45	13%	1
O=c1c2[nH]c3cccc(Cl)c3c2ncn1CCN1CCCCC1	-5%	-18%	1%	-6	127	-3%	-1
CCCNc1c(NC(=O)c2cccs2)c(=O)oc2ccccc12	0%	3%	x	11	u	-4%	-2
CCOc1ccc(C(=O)SC2=NCCS2)cc1	-8%	-13%	1%	-17	15	-3%	-3
O=C(CCCn1c(=O)[nH]c2cc(Cl)ccc2c1=O)NCCC1=CCCCC1	-2%	-11%	3%	15	-4	-1%	-2
Cc1ccc(S(=O)(=O)N2CCCCC2)cc1NC(=O)c1cc2ccccc2o1	11%	-36%	x	x	-4	-3%	x
Cc1cc(=O)oc2cc(OCC(=O)NC3CCCC3)ccc12	-4%	-21%	-19%	-4	42	u	-3
O=C(COc1cccnc1[N+](=O)[O-])Nc1cc(Cl)ccc1Cl	-1%	-16%	x	x	-36	x	x
